PI5P4K alpha inh: qHTS for Inhibitors of phosphatidylinositol 5-phosphate 4-kinase (PI5P4K) | Phosphatidylinositol 5-phosphate 4-kinase type-2 alpha (Homo sapiens), P48426 | PI5P4Kalpha enzyme, ADP-Glo luminescence, 60 min; hits give low values | max response, % | actives 1.2% (n = 330,000); active = max response of -50% or lower; inconclusive = between -30% and -50%; inactive = -30% or higher; also: value at the top dose of about 77 µM; % is scaled to controls: 0 for no effect and ±100 for the full control effect
Target sequence (P48426 whole entry, looked up): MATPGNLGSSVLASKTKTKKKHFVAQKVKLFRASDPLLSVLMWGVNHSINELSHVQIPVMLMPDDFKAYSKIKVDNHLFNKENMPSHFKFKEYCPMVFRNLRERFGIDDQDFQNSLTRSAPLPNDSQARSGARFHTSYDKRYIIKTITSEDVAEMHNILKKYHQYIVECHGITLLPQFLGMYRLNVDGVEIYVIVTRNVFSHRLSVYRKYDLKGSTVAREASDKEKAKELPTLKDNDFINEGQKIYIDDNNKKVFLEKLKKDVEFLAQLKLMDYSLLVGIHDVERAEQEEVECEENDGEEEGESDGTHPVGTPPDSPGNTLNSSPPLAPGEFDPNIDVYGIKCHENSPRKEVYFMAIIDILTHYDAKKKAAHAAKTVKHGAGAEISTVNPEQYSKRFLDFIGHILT
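PI5P4Kalpha ADP-Glo assay; 5 microM ATP final; 60 min RT reaction; HEPES pH 7.4/EGTA/CHAPS, 5% DMSO; controls lacking substrate or enzyme; luminescent end-point.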
Abeta rescue: qHTS for compounds that reverse cellular toxicity of Amyloid beta (A-beta) peptide in yeast: Primary Screen; actives 0.063% (n = 410,000); Potency, µM (doses to about 46.1 µM), for the others: at the highest dose growth rescue, actives largely listed as activators; yeast expressing A-beta42, growth rescue, OD600, 48 h; response scale: 0% DMSO, 100% iron-clioquinol control; also: potency is read from the fitted curve at half-maximal effect; nearly all actives have a fitted effect of over 55% in size
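Growth rescue measured by 600 nm absorbance after 48 h yeast culture at 30 C with compound. Values normalized between DMSO and an equimolar ferric chloride plus clioquinol control.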
IL2 activator: qHTS of IL-2 Activators. activation, % (series mostly up to about 46 µM). IL-2 activation reporter assay, cell-based qHTS; stimulated with anti-CD3/CD4/CD28 beads; in transgenic mouse T cells. actives 0.065% (n = 360,000). AID 652025, 2013; in the data active = activation above about 50%; inconclusive = mostly about 30% to 49%; also: 0% is about no effect
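Unstimulated transgenic mouse T cells preincubated 60 min with compound, then stimulated with anti-CD3/anti-CD4-coated beads plus anti-CD28 for 18 h at 37 degrees C. IL-2 response read as EGFP and DsRed fluorescence by plate cytometry.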
PLK1 PBD block: qHTS for Inhibitors of PLK1-PDB (polo-like kinase 1 - polo-box domain): Primary Screen | actives 2.8% (n = 360,000) | AID 720504, 2013 | Plk1 PBD binding of FITC phosphopeptide, fluorescence polarization | Potency, µM, for inactives: max response, negative = inhibition, hits mostly inhibitors | Serine/threonine-protein kinase PLK1 (Homo sapiens), P53350; also: potency is read from the fitted curve at half-maximal effect; series mostly up to about 57 µM; % is scaled to controls: 0 for no effect and ±100 for the full control effect; nearly all actives have a fitted effect of over 65% in size
Target sequence (P53350 whole entry, looked up, the tested form may be a part): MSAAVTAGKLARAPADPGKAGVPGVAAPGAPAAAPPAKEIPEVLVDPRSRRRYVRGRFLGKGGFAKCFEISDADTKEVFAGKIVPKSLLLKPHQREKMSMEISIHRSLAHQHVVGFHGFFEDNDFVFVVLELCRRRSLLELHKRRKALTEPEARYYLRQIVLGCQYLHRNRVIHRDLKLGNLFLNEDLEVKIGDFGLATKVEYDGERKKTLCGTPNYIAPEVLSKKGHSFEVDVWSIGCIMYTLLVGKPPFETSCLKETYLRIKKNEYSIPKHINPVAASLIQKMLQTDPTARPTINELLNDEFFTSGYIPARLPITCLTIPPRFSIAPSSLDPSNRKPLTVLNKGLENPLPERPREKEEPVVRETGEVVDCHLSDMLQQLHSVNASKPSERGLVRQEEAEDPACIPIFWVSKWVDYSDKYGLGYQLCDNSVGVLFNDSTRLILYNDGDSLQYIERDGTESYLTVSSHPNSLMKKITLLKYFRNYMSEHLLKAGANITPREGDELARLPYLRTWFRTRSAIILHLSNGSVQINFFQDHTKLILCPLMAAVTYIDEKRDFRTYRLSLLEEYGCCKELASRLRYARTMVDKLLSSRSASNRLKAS
EPAC1 agonist: qHTS for Agonist of cAMP-regulated guanine nucleotide exchange factor 3 (EPAC1): primary screen; Potency, µM (doses to about 154 µM), inactives show top-dose activation, most hits filed as activators; actives 0.073% (n = 360,000); Rap guanine nucleotide exchange factor 3 (Homo sapiens), O95398; EPAC1 agonist qHTS, biochemical assay; response scale: 100% = response to 6.5 mM cAMP; also: potency is read from the fitted curve at half-maximal effect; nearly all actives have a fitted effect of over 60% in size
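Normalized to 6.5 mM cAMP, activity reflects EPAC1-catalysed release of BODIPY-GDP from Rap1B, followed kinetically over 30 min at 480 nm excitation, 540 nm emission. Reaction contained 100 nM EPAC1, 250 nM Rap1B-BODIPY-GDP, 50 uM GDP.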
EPAC1 antagonist: qHTS for Antagonist of cAMP-regulated guanine nucleotide exchange factor 3 (EPAC1): primary screen; Rap guanine nucleotide exchange factor 3 (Homo sapiens), O95398; EPAC1 GEF assay, Rap1b-BODIPY-GDP exchange fluorescence; Potency, µM (series often up to 115 µM), inactives show at the top dose activity change, negative = inhibition, most hits filed as inhibitors; actives 0.14% (n = 360,000);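 also: potency is read from the fitted curve at half-maximal effect; plate controls were vehicle for no effect and positive control for full effect; nearly all actives have a fitted effect of over 50% in size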
FUS yeast rescue: qHTS for Suppressors of FUS Proteinopathy: Primary screen using FUS-linked yeast assay | S. cerevisiae FUS-expressing, growth rescue, OD600, 24 h | Potency, µM (top dose mostly 76.6 µM), for the others: at the highest dose growth rescue (activation), most hits filed as activators | actives 0.24% (n = 390,000);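 also: potency is read from the fitted curve at half-maximal effect; plate controls were DMSO vehicle for no effect and reference control for full effect; nearly all actives have a fitted effect of over 55% in size; some results filed as inactive show a strong effect at the top dose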
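Restored growth of FUS-toxic S. cerevisiae, read as 600 nm absorbance after 24 h at 30C in galactose medium (starting OD 0.005). Controls CP55940 and DMSO.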
aSyn rescue: qHTS of alpha-syn Inhibitors | Yeast expressing alpha-synuclein, growth rescue, BacTiter-Glo, 24 h | Potency, µM (doses to about 46.1 µM), without a hit: top-dose growth rescue (activation), most hits filed as activators | actives 0.14% (n = 370,000) | AID 652106, 2013; also: potency is read from the fitted curve at half-maximal effect; % of control where 0% means no effect; nearly all actives have a fitted effect of over 65% in size
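Readout is rescue of growth in alpha-synuclein-expressing yeast, so inhibitors of toxicity appear as activators. Growth after 24 hr at 30 deg C in galactose medium is quantified by luminescence.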
WRN helicase inh: qHTS for Inhibitors of WRN Helicase; Bifunctional 3'-5' exonuclease/ATP-dependent helicase WRN (Homo sapiens), Q14191; WRN helicase unwinding, fluorescent forked duplex, kinetic; Potency, µM (doses to about 114 µM), for inactives: at the highest dose activity change, negative = inhibition, most hits filed as inhibitors; actives 0.46% (n = 360,000); also: potency is read from the fitted curve at half-maximal effect; % is scaled to controls: 0 for no effect and ±100 for the full control effect; nearly all actives have a fitted effect of over 55% in size
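WRN at 20 nM final was preincubated with compound for 15 min at room temperature; reaction started with 100 nM forked duplex oligonucleotide carrying fluorophore and quencher plus 2 mM ATP (final). Unwinding followed kinetically by red fluorescence (ex 525/em 598 nm).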
Active calls of the source: *; ? = inconclusive; . = no result given; & = joins results of further samples; [ ] = dose if it differs, or a comment. Unless noted, calls follow the shape of the dose curve; as a rule, active = well fitted curve in the direction sought with a large enough effect; inconclusive = small, poorly fitted or top-dose-only effect, or another doubt; inactive = no such curve, though single readings can be large; an effect the other way counts as inactive or inconclusive.

canonical_smiles,PI5P4K alpha inh,Abeta rescue,IL2 activator,PLK1 PBD block,EPAC1 agonist,EPAC1 antagonist,FUS yeast rescue,aSyn rescue,WRN helicase inh
COc1ccc(F)cc1C(=O)C1CCCN(Cc2cccn2-c2cccnc2)C1 (stereo not given),-4,-3%,0.3,-13%,2%,-4%,3%,-8%,-9%
CN(C)CCNC(=O)C(=O)Nc1ccc2c(c1)N(S(=O)(=O)c1cccs1)CCC2,-1,11%,0.9,-2%,12%,-14%,3%,-6%,-4%
Cc1ccc(-c2nonc2NC(=O)c2ccco2)cc1,8,.,1.2,3%,-11%,-15%,-19%,-12%,5%
O=C(c1ccco1)N1CCN(C(=O)c2cc3ccccc3oc2=O)CC1,-9,12%,0.7,-1%,5%,0%,-5%,1%,0%
Cc1cc(C)c2nc(N)sc2c1,11,-11%,0.6,-17%,-6%,-4%,-25%,-12%,3%
CN(C)CCCNC(=O)C[C@H]1C[C@H](C(=O)N2CCCCC2)[C@@]2(C)c3[nH]c4cc(-c5ccco5)ccc4c3CCN2C1=O,-4,-7%,0.0,3%,-6%,19%,15%,2%,-5%
COc1ccc(/C=N/NC(=O)c2sccc2OCc2ccc(F)cc2)cc1OC,4,-5%,-0.1,-5%,6%,-3%,16%,0%,-8%
NNC(=O)CCC(=O)Nc1ccccc1,5,-16%,-0.7,-29%,1%,-37%,-4%,0%,7%
O=[N+]([O-])c1ccc(CS(=O)Cc2ccccc2)cc1 (stereo not given),13,-3%,-2.4,2%,-11%,-12%,.,0%,5%
CCOc1ccc2[nH]c3c(NCCOC)ncnc3c2c1,-8,-23%,2.7,-5%,-1%,-16%,1%,-8%,-16%
S=c1[nH]nc(-c2cc(-c3ccccc3)n[nH]2)n1/N=C/C=C/c1ccco1,-96*,-7%,4.5,?,4%,-35%,?,4%,?
COCC1CCCN(Cc2cn[nH]c2-c2cc3ccccc3o2)C1 (stereo not given),3,-5%,-3.9,-10%,10%,?,7%,-4%,?
CN(C1CCCCC1)S(=O)(=O)c1ccc(SCC(=O)C(C)(C)C)nc1,5,2%,-0.9,-4%,1%,-3%,18%,?,-4%
CCOC(=O)c1sc(/S(C)=N\S(=O)(=O)c2cccc(Cl)c2)c2c1CCC=C2 (stereo not given),-17,?,0.1,?,-8%,-18%,29%,5%,-3%
CC1(C(=O)NS(=O)(=O)c2ccccc2Cl)CCN1C(=O)C1(c2ccc(Cl)cc2)CC1 (stereo not given),-1,-5%,-0.5,3%,-5%,-17%,14%,2%,-3%[57.1 µM]
Cc1ccc(-n2nnnc2SCC(=O)c2c(N)n(C3CC3)c(=O)[nH]c2=O)c(C)c1,-1,-20%,1.1,-10%,8%,-2%,-22%,-2%,-5%
CCNc1nc(NCC)nc(N/N=C/c2ccc(Br)cc2)n1,-9,11%,-0.4,-7%,4%,2%,12%,5%,-7%
COCCNC(=S)Nc1ccc(N2CCCCC2)cc1,-6,2%,-0.8,3.8µM*,7%,-1%,-29%,-12%,17%
CC1CC(C)CN(C(=O)c2ccc3c(c2)OCCO3)C1 (stereo not given),-1,3%,0.2,-5%,1%,0%,.,0%,8%
COc1ccc(N=C2CCCN2CC(N)=O)cc1,0,18%,-0.6,-10%,-8%,6%,-7%,-3%,6%
CC1C(=O)N(Cc2ccccc2)c2ccccc2N1C(=O)c1ccccc1 (stereo not given),0,-22%,-3.1,5%,-6%,-4%,-26%,9%,-5%
CCOc1cc(N2CCOCC2)c(OCC)cc1NC(=O)c1ccc(OC)c(S(=O)(=O)N2CCOCC2)c1,7,7%,0.5,5%,5%,-5%,17%,-6%,-25%
O=C(Nc1ccsc1C(=O)O)c1ccccc1Cl,?,6%,3.5,-12%,13%,-15%,7%,1%,-11%
CCCC(=O)Nc1cc(C(F)(F)F)ccc1N1CCOCC1,-3,27%,-0.3,-5%,-6%,4%,-5%,1%,8%
CCOC(=O)c1ccc(NC(=O)N2CC(C)OC(C)C2)cc1 (stereo not given),.,5%,-0.9,-4%,-5%,4%,4%,-15%,0%

Reformatted with each value named: entries from further up
mol: CCOc1cc(N2CCOCC2)c(OCC)cc1NC(=O)c1ccc(OC)c(S(=O)(=O)N2CCOCC2)c1
- PI5P4K alpha inh: 7
- Abeta rescue: 7%
- IL2 activator: 0.5
- PLK1 PBD block: 5%
- EPAC1 agonist: 5%
- EPAC1 antagonist: -5%
- FUS yeast rescue: 17%
- aSyn rescue: -6%
- WRN helicase inh: -25%

mol: O=C(Nc1ccsc1C(=O)O)c1ccccc1Cl
- PI5P4K alpha inh: ?
- Abeta rescue: 6%
- IL2 activator: 3.5
- PLK1 PBD block: -12%
- EPAC1 agonist: 13%
- EPAC1 antagonist: -15%
- FUS yeast rescue: 7%
- aSyn rescue: 1%
- WRN helicase inh: -11%

Later entries:
canonical_smiles,PI5P4K alpha inh,Abeta rescue,IL2 activator,PLK1 PBD block,EPAC1 agonist,EPAC1 antagonist,FUS yeast rescue,aSyn rescue,WRN helicase inh
Cc1ccc(C)c(S(=O)(=O)Nc2nc(C)c(C(=O)Nc3ccccc3)s2)c1,-2,?,-0.3,-19%,-6%,-6%,.,1%,-10%
CCCC(=O)Nc1nnc(SCC(=O)Nc2ccc(OCC)cc2)s1,-5,-8%,-0.1,-4%,-5%,-8%,-36%,-5%,9%
CCC(C)NC(=S)N1CCN(C)CC1 (stereo not given),9,-24%,-1.0,-5%,8%,2%,-18%,2%,-8%[57.1 µM]
COc1ccc(Nc2nc3ccccc3n3nnnc23)cc1,.,4%,-0.9,0%,-4%,-7%,11%,-4%,-8%
COc1ccc(S(=O)(=O)N(C)CC(=O)Nc2c(F)cccc2F)cc1,.,21%,2.8,-1%,-5%,-2%,-9%,-2%,-8%
COc1ccc(OCC(=O)Nc2cccc(-c3nc4ccccc4o3)c2)cc1,.,-7%,-0.9,-5%,-8%,7%,22%,-13%,-5%
Cc1nc2ccccc2n1CCCOc1ccccc1,-5,-3%,-1.8,1%,2%,1%,-2%,0%,9%
COc1cc(/C=C2/SC(=S)N(CC(=O)Nc3cccnc3)C2=O)cc(OC)c1OC,6,-12%,123*,-6%,-1%,-3%,.,12%,-6%
CC(C)(Cc1nc2ccccc2[nH]1)C(=O)O,.,5%,3.1,-4%,1%,-9%,16%,1%,-1%
O=C(Nc1ccc(S(=O)(=O)Nc2ccccc2)cc1)C1CC1,0,-1%,-2.1,6%,-5%,-15%,6%,10%,2%
Cc1ccc(-n2c(C)cc(/C=N/Nc3ccc([N+](=O)[O-])cn3)c2C)c(C)c1,-4,-4%,0.8,-5%,-3%,7%,?,-31%,-1%
CN1CCN(S(=O)(=O)c2ccc(=O)[nH]c2)CC1,.,11%,-2.4,0%,1%,3%,1%,-11%,2%
NC(=O)c1c(-c2cccs2)csc1N,.,27%,1.4,-18%,1%,16%,29%,6%,0%
CCc1ccccc1NC(=O)Cc1cn(C)c2ccccc12,-26,6%&9%,-0.6,-6%,16%,15%,-7%&-14%,9%,-7%[11.6 µM]
Cc1nnc(NC(=O)CSc2nc(C(C)C)nc3ccccc23)s1,.,1%,-0.2,0%,-5%,11%,-8%,-1%,-2%
CC(O)Cn1cnc2c1c(=O)n(C)c(=O)n2C (stereo not given),-1,-6%,-0.4,-6%,9%,9%,-1%,-10%,-8%
Cc1cccc(-n2ncc3c2CCCC3NC(=O)CN2CCOC2=O)c1C (stereo not given),7,7%,-1.2,-4%,-3%,20%,1%,-7%,0%
Nc1nc(SCc2ccccc2[N+](=O)[O-])c2ncn(Cc3ccccc3)c2n1,9,11%,-1.0,-13%,14%,-5%,2%,5%,-1%
c1ccc2c(c1)ncn2CCN1CCCCC1,1,-5%,-2.9,-14%,11%,-11%,19%,-1%,2%
Cn1c2ccccc2c(=O)c2c(=O)n(C3CCCCCC3)c(C3CCCCC3)nc21,-9,-10%,-0.7,-11%,-3%,-6%,-1%,18%,-27%
CC1CCCCC1NC(=O)COC(=O)CNC(=O)c1cccc(F)c1 (stereo not given),11,-10%,-0.2,-4%,12%,1%,7%,-6%,-5%
CCOC(=O)CSc1c(-c2cccs2)[nH]c2ccccc12,4,?,-6.0,-19%,5%,-17%,29%,4%,-11%
COc1ccc(S(=O)(=O)Nc2ccc(CC#N)cc2)cc1,1,12%,-1.1,-3%,7%,4%,10%,3%,-2%
CCN(C[C@H]1N[C@@](Cc2ccccc2)(C(=O)OC)[C@H]2C(=O)N(C)C(=O)[C@@H]12)C(=O)Nc1ccc(C(F)(F)F)cc1,1,1%,-0.3,-1%,-9%,-8%,3%,2%,3%
CC(=O)c1cccc(-c2ccnc3c2CC(C(=O)NCC2CCOCC2)O3)c1 (stereo not given),-1,-19%,0.0,-8%,1%,-11%,-10%,-5%,-6%
O=c1nc(Nc2cccc(Cl)c2)oc2cc(Cl)oc(=O)c12,-20,-11%,-2.1,?,-5%,6%,-2%,-4%,-1%
CCCN(CC(=O)Nc1cc(Cl)cc(Cl)c1)CC(=O)Nc1ccc(F)c(F)c1F,2,?,-0.8,7%,-14%,-2%,14%,3%,-17%[57.1 µM]
COc1cccc2c1c(NC(=O)c1cc(C)on1)nn2C,-5,-2%,-2.6,5%,-2%,-4%,-2%,2%,-4%

Marked active in IL2 activator (from the list above):
Compound | PI5P4K alpha inh | IL2 activator | PLK1 PBD block | EPAC1 antagonist | WRN helicase inh
COc1cc(/C=C2/SC(=S)N(CC(=O)Nc3cccnc3)C2=O)cc(OC)c1OC | 6 | 123* | -6% | -3% | -6%

Compound activity: PubChem, National Center for Advancing Translational Sciences (NCATS)
